Bioassay records as filed in PubChem BioAssay.
HT1080 cytotoxicity: cytotoxicity in HT1080 fibrosarcoma cells, cell-based, fluorescence readout (AID 620); HT1080 viability, fluorescence; higher % means a stronger effect; cytotoxicity, % at 10 µM; hits with a dose series show EC50 in µM; 0.42% of 87,000 active;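 note: cells exposed to compound overnight then 4 h with Alamar Blue; 0% = vehicle DMSO and 100% = killing control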
Spn PMK inh: S. pneumoniae PMK inhibition; purified PMK, PK/LDH-coupled NADH absorbance 340 nm; 0.49% of 65,000 active; inhibition, % at 10 µM; AID 539;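 active = top-ranked compounds by inhibition in the single 10 µM screen, taking a fixed number of the strongest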;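 note: 0% = full reaction with DMSO carrier and 100% = background rate without enzyme reaction; no value below 0 was filed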
Alkaline phosphatase: inhibition of tissue-nonspecific alkaline phosphatase – biochemical, luminescent (AID 518) | purified TNAP enzyme, luminescent substrate readout; higher % means a stronger effect | inhibition, % at 20 µM, or IC50 in µM where a hit was titrated | 0.09% of 64,000 active; in the data active = a potency from the dose series; inactive = the rest, 99 in 100 with inhibition below about 22%;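 note: plate controls were vehicle for no effect and reference inhibitor for full effect; many of its hits are not listed in these tables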
Spn DPM-DC inh: inhibitors of Streptococcus pneumoniae diphosphomevalonate decarboxylase. purified DPM-DC, PK/LDH coupled NADH fluorescence. calls only at 10 µM. 0.49% of 65,000 active. AID 556;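 active = the 320 compounds with the highest percent inhibition in the single-dose primary screen, excluding strongly autofluorescent ones, cut at about 32% in these data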;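 note: kinetic rate of NADH fluorescence loss reporting ADP formed by the decarboxylase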
KRASV12 cytotoxicity: viability loss of HPDE-C7K cells – cell-based, fluorescence, HTS, primary screen (AID 431) | HPDE-C7K KRASV12 cells, Alamar Blue viability, 48 h; higher % means a stronger effect | cytotoxicity, % at 10 µM; hits with a dose series show EC50 in µM | 1.7% of 63,000 active;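 active = compounds whose percent cytotoxicity in the single-dose primary screen, scaled between solvent and toxic-drug controls, exceeds 50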;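 note: 0% = DMSO solvent wells and 100% = doxorubicin-treated wells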
MK inhibit: blocks S. pneumoniae mevalonate kinase. purified MK, PK/LDH-coupled NADH absorbance 340 nm. inhibition, % at 10 µM. 0.48% of 65,000 active. AID 555;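 active = ranked among the strongest by inhibition in the single 10 µM screen, a fixed top-ranked set picked for dose follow-up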; note: no value below 0 was filed
LYP inhibition: inhibition of human PTPN22 tyrosine phosphatase – biochemical, DiFMUP fluorescence, recombinant catalytic domain, 10 µM, primary screen (AID 606). recombinant LYP catalytic domain, DiFMUP fluorescence; higher % means a stronger effect. one-dose inhibition, % at 10 µM; IC50 in µM for titrated hits. 52,000 tested, under 10 active;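 active = IC50 under 40 µM in the dose-response test; inactive = IC50 of 40 µM or more, or never dose-tested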
HPDE-C7 cytotoxicity: HPDE-C7 pancreatic duct cell viability loss – fluorescence, HTS (AID 430). one-dose cytotoxicity, % at 10 µM; EC50 in µM for titrated hits. 1.8% of 63,000 active. HPDE-C7 pancreatic duct cells viability, fluorescence; higher % means a stronger effect;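 note: cells exposed to compound for 48 hours before viability readout; 0% = vehicle and 100% = reference cytotoxic drug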
Bfl-1 inhibitors: Bfl-1 inhibitors, primary screen, biochemical, fluorescence polarization, FITC-Bid, mouse (AID 432) | FITC-Bid BH3 peptide fluorescence polarization displacement; higher % means a stronger effect | displacement, % at 20 µM; hits with a dose series show IC50 in µM | 0.02% of 64,000 active; in the data active = a potency from the dose series; inactive = the rest, 99 in 100 with displacement below about 15%; note: strong numbers were not always called active
Spn PMK inh pilot replicates: second read-out of Spn PMK inh, no call of its own (marks repeat the call); inhibition, %; measured here: pilot screen replicates
MK inhibit pilot replicates: second read-out of MK inhibit, no call of its own (marks repeat the call); inhibition, %; measured here: pilot screen replicates
Spn DPM-DC inh pilot screen %: recorded beside Spn DPM-DC inh, whose call it bears; inhibition, %; measured here: pilot screen trials
An asterisk follows results filed as active; i = inactive; nt = no result given; + = active, no number. Cut-off read from the data, not from the text of the source, unless noted: active = cytotoxicity above about 50%; inactive = the rest. An unsorted share of the library. About 3.5% of those tested had a hit in this group.

SMILES | HT1080 cytotoxicity | Spn PMK inh | Alkaline phosphatase | Spn DPM-DC inh | KRASV12 cytotoxicity | MK inhibit | LYP inhibition | HPDE-C7 cytotoxicity | Bfl-1 inhibitors | others
O=C(NCC1CCCO1)C1CCCN(S(=O)(=O)c2cccc3nsnc23)C1 (stereo not drawn) | -2% | 9 | 16% | i | -2% | 2 | 11% | -15% | -5% | Spn PMK inh pilot replicates=5.5;MK inhibit pilot replicates=2.5;Spn DPM-DC inh pilot screen %=0.5
CC(C)(C)c1cc(CCC(=O)N2CCNCC2)c(C(C)(C)C)cc1O | 36% | 0 | 2% | i | -5% | 7 | 11% | -11% | -7% | Spn PMK inh pilot replicates=0.5;MK inhibit pilot replicates=0.0;Spn DPM-DC inh pilot screen %=5.0
N#Cc1c(NCCCO)nc(NCc2ccccc2)c2c1CCN(Cc1ccccc1)C2 | -6% | 17 | 6% | + | 12µM* | 13 | -13% | 20µM* | -3%
Cc1c(NC(=O)c2cc(-c3cccs3)on2)c(=O)n(-c2ccccc2)n1C | -6% | 15 | 2% | i | 0% | 6 | 6% | -5% | 6%
CCCC(=O)c1cc2ccccc2oc1=O | -4% | 0 | 7% | i | -11% | 9 | 8% | -11% | -2%
CCCCc1ccc(NS(=O)(=O)N(C)C)cc1 | -7% | 0 | 8% | i | -14% | 4 | 18% | -3% | -2%
COc1ccccc1N(O)C1CC(=O)N(c2ccc(Br)cc2)C1=O (stereo not drawn) | 8% | 0 | 10% | i | 46% | 14 | -1% | 21% | 4%
O=C1CN(C(=O)COC(=O)c2ccccc2NC(=O)c2ccco2)c2ccccc2N1 | 2% | 0 | 15% | i | 9% | 0 | 16% | -11% | -5% | Spn PMK inh pilot replicates=1.0;MK inhibit pilot replicates=4.0;Spn DPM-DC inh pilot screen %=2.5
O=C(c1ccccc1)C1CCc2occc2C1=O (stereo not drawn) | -10% | 0 | 0% | i | -14% | 4 | -17% | -10% | 3%
S=C(c1ccc(N2CCCC2)cc1)N1CCCCC1 | -11% | 2 | 21% | i | 6% | 1 | -8% | 2% | 5%
Cc1cccc(NC(=O)C2C(C(=O)O)C3C=CC2C32CC2)c1C (stereo not drawn) | 2% | 8 | 12% | i | 4% | 7 | -1% | -5% | 3%
COc1ccccc1NC(=O)CSc1nnc(-c2ccco2)n1Cc1ccco1 | 3% | nt | 4% | i | nt | 5 | -12% | nt | -2%
COc1ccc(OC)c(C2/C(=C(/O)c3ccccc3)C(=O)C(=O)N2Cc2ccco2)c1 (stereo not drawn) | 11% | 4 | 8% | i | 1% | 4 | -3% | 5% | 5%
N=c1c2c3c(sc2nc2n1CCCCC2)CCCCC3 | -1% | 0 | 6% | i | 18% | 7 | -10% | 10% | -7%
Cc1ccc(-n2c(=O)cc(N3CCN(C(=O)c4ccco4)CC3)[nH]c2=O)cc1 | 4% | 0 | 3% | i | 7% | 4 | 8% | -5% | -7%
COc1ccc(S(=O)(=O)Nc2cc(C)cc(C)n2)c2ccccc12 | 3% | 2 | 2% | i | 11% | 6 | 5% | 14% | 2%
CCCn1nnc(NC(=O)COc2ccc(C3CCCCC3)cc2)n1 | 4% | 6 | 10% | i | -9% | 6 | -21% | 0% | -5%
O=c1cc(N2CCc3ccccc32)[nH]c(=O)n1Cc1ccc(F)cc1 | 2% | 4 | nt | i | nt | 1 | 3% | nt | nt
O=C(Cc1ccccc1)NCCc1cn2ccsc2n1 | nt | 8 | 1% | i | 8% | 6 | -7% | -4% | 1%
C=CCc1cccc(C2Nc3ccccc3C(=O)N2O)c1O (stereo not drawn) | -12% | 13 | 19% | i | 14% | 0 | nt | 8% | -3%
Cc1ccc(C(C)C)c(OCCCN2CC(C)OC(C)C2)c1 (stereo not drawn) | -6% | 10 | 10% | i | 9% | 40 | -2% | 21% | -2% | Spn PMK inh pilot replicates=1.0;MK inhibit pilot replicates=0.0;Spn DPM-DC inh pilot screen %=0.0
O=S(=O)(NCCc1csc(-c2cccnc2)n1)c1cccs1 | 1% | 7 | 13% | i | -10% | 11 | 5% | -20% | 0%
CC1(C)CC(=O)C=C(Nc2ccc3c(c2)OCCO3)C1 | 4% | 0 | 0% | i | -4% | 1 | 2% | -17% | 5%
O=C1CC(N2CCN(Cc3ccccc3)CC2)C(=O)N1c1ccccc1 (stereo not drawn) | 1% | 0 | -1% | i | -14% | 0 | 4% | -32% | -2%
Cc1ccc(-c2csc3ncn(-n4c(C)ccc4C)c(=O)c23)o1 | 5% | 21 | 8% | i | 11% | 0 | 9% | -5% | 3% | Spn PMK inh pilot replicates=0.5;MK inhibit pilot replicates=0.0;Spn DPM-DC inh pilot screen %=4.5

Five compounds drawn at random from the list so far, as already listed:
SMILES | HT1080 cytotoxicity | Spn PMK inh | Alkaline phosphatase | Spn DPM-DC inh | KRASV12 cytotoxicity | MK inhibit | LYP inhibition | HPDE-C7 cytotoxicity | Bfl-1 inhibitors | others
Cc1ccc(C(C)C)c(OCCCN2CC(C)OC(C)C2)c1 (stereo not drawn) | -6% | 10 | 10% | i | 9% | 40 | -2% | 21% | -2% | Spn PMK inh pilot replicates=1.0;MK inhibit pilot replicates=0.0;Spn DPM-DC inh pilot screen %=0.0
COc1ccccc1N(O)C1CC(=O)N(c2ccc(Br)cc2)C1=O (stereo not drawn) | 8% | 0 | 10% | i | 46% | 14 | -1% | 21% | 4%
CC1(C)CC(=O)C=C(Nc2ccc3c(c2)OCCO3)C1 | 4% | 0 | 0% | i | -4% | 1 | 2% | -17% | 5%
C=CCc1cccc(C2Nc3ccccc3C(=O)N2O)c1O (stereo not drawn) | -12% | 13 | 19% | i | 14% | 0 | nt | 8% | -3%
N#Cc1c(NCCCO)nc(NCc2ccccc2)c2c1CCN(Cc1ccccc1)C2 | -6% | 17 | 6% | + | 12µM* | 13 | -13% | 20µM* | -3%

(further entries)
SMILES | HT1080 cytotoxicity | Spn PMK inh | Alkaline phosphatase | Spn DPM-DC inh | KRASV12 cytotoxicity | MK inhibit | LYP inhibition | HPDE-C7 cytotoxicity | Bfl-1 inhibitors | others
COc1cc(NC(=O)CN2C(=O)NC(C)(CCC(C)C)C2=O)cc(OC)c1 (stereo not drawn) | -9% | 15 | 2% | i | 10% | 0 | 3% | 10% | 0%
Cc1nc2ncnn2c(C)c1CCC(=O)N1CCN(C(=O)c2ccco2)CC1 | -2% | 1 | 6% | i | 8% | 10 | 14% | 2% | -2%
Nc1nc(-n2cnnc2)nn1-c1ccccc1 | 2% | 10 | 14% | i | -10% | 10 | nt | -9% | 0% | Spn PMK inh pilot replicates=0.5;MK inhibit pilot replicates=1.5;Spn DPM-DC inh pilot screen %=0.0
CCOC(=O)C1=C(C)N=C2SC(C)C(=O)N2C1c1cccc(F)c1 (stereo not drawn) | 2% | 0 | 15% | i | 4% | 2 | 4% | 7% | 0% | Spn PMK inh pilot replicates=7.5;MK inhibit pilot replicates=2.5;Spn DPM-DC inh pilot screen %=1.0
CCCOc1ccc(C2C(C(=O)c3ccco3)=C(O)C(=O)N2CCCn2ccnc2)cc1 (stereo not drawn) | 4% | 10 | 8% | i | -8% | 6 | 12% | -8% | -8%
COC(=O)C(CCSC)NC(=O)Cn1ncc2c(=O)oc3ccc(C)cc3c21 (stereo not drawn) | 10% | 10 | 3% | i | -7% | 0 | nt | 1% | -1%
O=C1CC(N2CCSCC2)C(=O)N1CCc1ccccc1 (stereo not drawn) | 5% | 9 | 3% | i | -1% | 5 | 10% | 2% | -5%
CCCCCNC(=O)CCCCn1c(=O)[nH]c2cc(OCC)c(OCC)cc2c1=O | 4% | 6 | 5% | i | -4% | 9 | 7% | -1% | -2%
C=C(C)CSc1nc(N)c2c(C)c(C)sc2n1 | 26% | 8 | 12% | i | 9% | 7 | nt | 6% | 0%
CCCN(CCC)CCCNC(=O)c1cn(CCOC)c(=O)c2c1c1ccccc1n2C | 7% | 14 | -1% | i | 2% | 8 | 7% | 4% | 1%
Cc1cc(C)cc(N(CC(=O)Nc2cccc(C)n2)S(=O)(=O)c2c(C)noc2C)c1 | -1% | 14 | 19% | i | -7% | 7 | nt | -18% | 1% | Spn PMK inh pilot replicates=1.5;MK inhibit pilot replicates=1.5;Spn DPM-DC inh pilot screen %=5.5
COCCN(C(C)=O)c1nnc(-c2cnccn2)s1 | -6% | 24 | 8% | i | -8% | 0 | 17% | -10% | -4%
CCOC(=O)C1CCN(C(=O)c2cc3cc4cc(OC)ccc4nc3o2)CC1 | 0% | 11 | 9% | nt | 0% | 0 | 6% | 6% | -4%
CCOC(=O)N1CCN(C(=O)c2ccc(Cl)c(S(=O)(=O)Nc3ccccc3)c2)CC1 | 1% | 8 | 8% | i | 12% | 4 | 7% | 6% | -1%
CC1(C)CC(=O)C2=C(C1)Oc1ncn3nc(-c4cccnc4)nc3c1C2c1ccccc1 (stereo not drawn) | 4% | 10 | 8% | i | -10% | 1 | 5% | -17% | -9%
O=C(COn1nnc2ccccc21)NCC1CCCCC1 | 0% | 11 | -2% | i | 1% | 0 | 1% | -2% | -8%
COc1cccc(CNC(=O)CCS(=O)(=O)c2cccc3nsnc23)c1 | nt | 0 | 10% | i | 0% | 5 | nt | -24% | 1% | Spn PMK inh pilot replicates=1.0;MK inhibit pilot replicates=0.0;Spn DPM-DC inh pilot screen %=2.0
COc1ccc(-c2cc3ccc(OCc4nn[nH]n4)cc3oc2=O)cc1 | -1% | 4 | 8% | nt | -12% | 0 | -2% | 3% | 0% | Spn PMK inh pilot replicates=2.0;MK inhibit pilot replicates=1.0
Cc1cc(N2C(=O)CCC2=O)n(-c2ccccc2)n1 | 13% | 5 | 9% | i | 2% | 8 | nt | -5% | 0%
CC(C)c1ccccc1OCCCCCNCCO | -3% | 7 | 3% | i | -9% | 8 | 6% | -12% | -4%
CCc1ccccc1OCc1nnc(N)s1 | 6% | 0 | 10% | i | 3% | 5 | 0% | 7% | -4%
O=C(C1CCN(c2ccc(N3CCOCC3)nn2)CC1)N1CCN(c2ccc(F)cc2)CC1 | 10% | 14 | -3% | nt | -9% | 2 | 10% | -1% | -5%
COc1ccc(S(=O)(=O)NCc2ccccc2Cl)cc1OC | -12% | 11 | 10% | i | 7% | 5 | 4% | 0% | -2%
Cc1nn(-c2ccccc2)c(C)c1P(=O)(c1ccccc1)N(C)C (stereo not drawn) | 30% | 2 | 14% | i | -1% | 8 | 7% | -10% | 3%
COc1cccc(-n2c(Cc3cc(=O)[nH]c(=O)[nH]3)nnc2SCC(=O)N2CCC(C)CC2)c1 | -6% | 15 | 4% | i | -1% | 2 | 2% | -7% | -9%
